Compound activity deposited in PubChem BioAssay by several laboratories.
MEKK2 mut-MEK5 – signal of MEK5 binding to mutant human MEKK2 PB1 domain | AID 1530 | bead flow cytometry, Alexa488-MEK5 binding to MEKK2 mutant | percent response, % at 10 µM | 290,000 tested, 0.35% active; in the data active = percent response above about 24%, passing the limit was not always enough; also: inactives centre near 1; some results filed as inactive read as strong as hits; reference of the scale not given here
GPR7 antagonist – human neuropeptides B/W receptor 1 antagonism | 290,000 tested, 1.1% active | GPR7-expressing cells, fluorescence antagonist assay | P48145 | inhibition, % at 4.4 µM | AID 1861; in the data active = inhibition above about 16%, passing the limit was not always enough;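 also: cells stimulated with the agonist NPW; 0% = agonist with vehicle and 100% = vehicle without agonist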
Target sequence (P48145 whole entry, looked up): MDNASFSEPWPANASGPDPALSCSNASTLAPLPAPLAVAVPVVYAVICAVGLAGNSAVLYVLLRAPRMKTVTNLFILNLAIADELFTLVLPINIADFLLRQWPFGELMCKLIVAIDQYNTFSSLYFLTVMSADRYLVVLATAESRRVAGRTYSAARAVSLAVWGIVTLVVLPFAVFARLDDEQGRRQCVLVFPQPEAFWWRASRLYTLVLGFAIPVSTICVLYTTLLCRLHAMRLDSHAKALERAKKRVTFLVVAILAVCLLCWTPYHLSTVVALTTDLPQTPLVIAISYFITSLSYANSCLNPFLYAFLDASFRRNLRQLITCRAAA
NALP1 inh – inhibitors of NALP1 inflammasome in yeast. inhibition, % at 10 µM. AID 2071. 280,000 tested, 0.61% active. S. cerevisiae NALP1/ASC/caspase-1 growth, X-gal OD620, 72 h; in the data active = inhibition mostly above about 24%, no sharp cut-off; inactive = mostly below about 32%; also: some compounds called inactive have numbers as strong as hits
V1aR counter – activates human V1a receptor in oxytocin agonist counter-screen | P37288 | CHO-V1R cells, Fluo-8 calcium fluorescence, agonist mode; 0% DMSO, 100% 3 nM vasopressin | activation, % at 3 µM | 320,000 tested, 0.25% active;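 active = activation above the mean activation of all tested compounds plus 3 SD, per screening run, cut at about 20% in these data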;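 also: signal is peak over basal fluorescence ratio across a 100 second FLIPR read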
Target sequence (P37288 whole entry, looked up): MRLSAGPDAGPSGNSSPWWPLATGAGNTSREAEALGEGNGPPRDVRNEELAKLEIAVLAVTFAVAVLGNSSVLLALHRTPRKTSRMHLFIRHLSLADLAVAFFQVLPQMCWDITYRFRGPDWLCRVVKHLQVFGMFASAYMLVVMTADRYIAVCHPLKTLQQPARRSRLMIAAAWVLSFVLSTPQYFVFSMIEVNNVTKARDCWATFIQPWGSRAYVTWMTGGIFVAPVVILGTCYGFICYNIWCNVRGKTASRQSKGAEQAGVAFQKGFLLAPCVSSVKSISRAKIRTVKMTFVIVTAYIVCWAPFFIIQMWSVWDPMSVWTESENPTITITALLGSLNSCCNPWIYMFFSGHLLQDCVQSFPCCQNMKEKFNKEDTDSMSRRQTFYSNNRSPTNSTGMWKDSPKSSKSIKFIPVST
OXTR agonist – agonists of human oxytocin receptor | P30559 | CHO-OTR cells, Fluo-8 calcium fluorescence; normalized: DMSO 0%, oxytocin 100% | activation, % at 3 µM | 320,000 tested, 0.32% active | AID 2435;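 active = activation above the mean of all tested compounds plus 3 SD, cutoff set per screening run, cut at about 20% in these data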;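 also: peak over basal fluorescence ratio from a 100 s FLIPR kinetic read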
MEKK3 PB1 HTS – raises or lowers MEK5 binding to the human MEKK3 PB1 domain | Q99759 | bead-based flow cytometry, Alexa488-MEK5 binding to MEKK3; actives lie on both sides; 0 = blocked by unlabeled MEK5, 100 = vehicle | binding response (% of control), % at 10 µM | 290,000 tested, 1.4% active | AID 1529;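 active = binding response more than 3 SD above or below the average of its plate-row segment, actives on both sides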;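 also: Alexa488 bead fluorescence after subtracting the streptavidin-only scavenger bead signal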
PHOSPHO1 block – inhibitors of human PHOSPHO1 phosphatase. 290,000 tested, 1.1% active. AID 1565. recombinant PHOSPHO1, absorbance phosphatase assay. inhibition, % at 13.3 µM. Q8TCT1; in the data active = inhibition above about 60%
Target sequence (Q8TCT1 whole entry, looked up): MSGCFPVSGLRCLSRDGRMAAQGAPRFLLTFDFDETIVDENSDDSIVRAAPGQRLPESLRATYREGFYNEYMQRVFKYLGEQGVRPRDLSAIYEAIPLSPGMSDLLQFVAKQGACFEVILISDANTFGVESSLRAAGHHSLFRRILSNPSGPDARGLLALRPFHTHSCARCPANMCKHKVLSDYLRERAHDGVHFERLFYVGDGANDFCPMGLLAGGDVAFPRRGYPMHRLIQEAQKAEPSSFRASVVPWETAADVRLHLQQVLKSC
MEKK2wt PB1 HTS – raises or lowers MEK5 binding to wildtype human MEKK2 PB1 domain; Q9Y2U5; bead flow cytometry, Alexa488-MEK5 binding to MEKK2 WT; actives lie on both sides; binding response (% of control), % at 10 µM; 290,000 tested, 1.1% active; AID 1531; in the data active = binding response below about 67% or above about 130%
GalR3 antag – human GalR3 antagonism; O60755; HEK293 GalR3-CNG cAMP membrane potential fluorescence; galR3 body fused to GalR1 C-terminus; inhibition, % at 3 µM; 360,000 tested, 0.44% active; AID 651719;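 active = inhibition above the screen-wide average plus 3 SD, cut at about 13% in these data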;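 also: forskolin and galanin both at EC90 stimulate the cells; cAMP rise reported by CNG channel membrane potential dye signal; 0% = forskolin plus galanin with DMSO and 100% = forskolin alone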
* marks the source's active call; other numbers are inactive results; nt = no result given; [ ] = remark or other dose.

molecule,MEKK2 mut-MEK5,GPR7 antagonist,PHOSPHO1 block,V1aR counter,MEKK3 PB1 HTS,OXTR agonist,GalR3 antag,NALP1 inh,MEKK2wt PB1 HTS
CC1(C)C2CCC1(C)C(OC(=O)c1ccccc1C(=O)O)C2 (configuration not stated),4,-12,6,0.4,99,0.7,-7,3,98
CC(C)CCSc1nc2c(c(=O)[nH]c(=O)n2C)n1CCc1ccccc1,2,-17,-2,0.4,98,-0.4,-2,10,98
Cc1cc(NC(=O)CCC(=O)N(CC2CCCO2)C(C(=O)NC2CCCC2)c2cccnc2)no1 (configuration not stated),1,6,32,-0.5,99,-0.4,-1,13,98
O=C(NC1CCOc2ccccc21)C1CCCC1 (configuration not stated),1,-9,11,0.3,98,1.0,-7,-3,95
CC(C)(C)C(=O)O/N=C(\N)COc1cccc(Cl)c1,0,-10,27,-0.1,99,-1.6,-4,nt,103
Cc1cc(NC(=O)CSc2ccc3nnc(-c4cccnc4)n3n2)no1,7,-3,5,0.6,106,0.2,1,-11,108
COc1ccc(Br)cc1/C=N/NC(=O)CNC(=O)/C=C/c1ccccc1,-1,8,4,-0.3,104,-0.8,2,-8,102
CCOCc1nnc(NC(=O)CSc2ccccc2)s1,0,12,6,0.3,106,2.7,-4,13,105
CC(=O)C1=C(O)C(=O)N(c2ccc(Br)cc2)C1c1ccc(Br)cc1 (configuration not stated),12,-11,24,0.5,103,-0.2,-5,18,109
CSc1nnc2c(n1)OC(c1ccc(C(=O)O)cc1)N(C(C)=O)c1ccccc1-2 (configuration not stated),-2,0,-5,1.1,91,1.0,0,10,94
CCn1cc(C(=O)NC2CCCCC2C)c(=O)c2ccc(C)nc21 (configuration not stated),4,-10,-50,-1.4,100,-1.2,2,-4,99
CC(=O)/C(=N/Nc1ccccc1)N1CCOCC1,-2,-3,0,0.1,100,0.0,-3,35,98
COCCn1c(N2CCN(c3ccc(OC)cc3)CC2)nc2c1c(=O)[nH]c(=O)n2C,-1,2,0,0.7,99,0.0,-1,-5,101
CC(C)c1ccc(C(=O)N2CCN(CCO)CC2)cc1,10,-8,22,0.1,97,0.8,-3,5,98
COc1ccc(NC(=O)CSc2nnc(Cn3c(=O)sc4ccccc43)n2C)cc1OC,2,-6,-2,1.1,100,-0.6,4,-29,101
COc1cc(OC)c2c(c1)C(=O)OC2,0,3,28,-0.3,131*,-0.4,-8,14,106
O=C(c1ccc(S(=O)(=O)N2CCOCC2)cc1)N1CCc2ccccc2C1,8,-2,-4,1.9,108,2.0,4,-23,108
O=C(COC(=O)CCN1C(=O)/C(=C\C=C\c2ccccc2)SC1=S)Nc1ccc(Br)cc1,-10,-5,22,0.0,96,-0.3,-2,26,77
O=C(Cc1n[nH]c(=O)[nH]c1=O)N/N=C/c1c(O)ccc2ccccc12,-2,-2,48,0.4,87,0.9,-3,-7,94
CCOC(=O)c1c(-c2ccccc2)oc2ccc(OCC(=O)O)cc12,10,-7,-8,0.5,102,-0.4,3,21,100
COC(=O)[C@@H](NC(=O)N(C1CCCCC1)C1CCCCC1)C(C)C,5,-2,-10,-0.9,103,-1.3,-6,-11,108
CCOc1ccc(NC(=O)Nc2cc(C(C)C)ccc2C)cc1,1,-6,23,nt,82,nt,1,6,84
Clc1ccc(OCc2nc3ccccc3[nH]2)cc1,8,-16,-12,0.0,99,-2.3,-4,11,95
O=C(Nc1cccc2ccccc12)N1N=CCC1c1ccccc1 (configuration not stated),-19,-1,22,-2.5,89,-3.1,-4,nt,93
CC(C)CN(C(=O)COC(=O)c1ccc2ccccc2n1)C1CCS(=O)(=O)C1 (configuration not stated),-2,-4,58,1.1,99,0.1,4,-16,95
COc1ccc(C(=S)N2CCN(C)CC2)cc1,4,2,32,0.8,104,-0.2,2,-14,112
CC(=O)O/N=C(/c1nonc1N)N(C)C,-5,-9,29,-0.4,96,1.0,-4,9,94
CCOC(=O)C1=C(C)NC(=O)C(C(N)=O)C12CCCCC2 (configuration not stated),2,-3,-14,1.5,102,-0.3,-3,-13,108
CC(=O)Nc1ccc(NC(=O)C(C)Sc2n[nH]c(=O)n2Cc2ccccc2)cc1 (configuration not stated),-5,1,28,0.1,99,-0.8,-11,6,99
C=CCCN(C(CC(C)C)C(=O)OC)S(=O)(=O)c1cc(Br)ccc1Br (configuration not stated),-12,nt,18,0.3,79,0.3,-5,0,93
O=C(c1ccc(Cl)cc1)c1cnc(Nc2ccccc2)s1,-1,7,-24,-0.5,96,0.7,-4,-2,96
O=C1CCc2cc(S(=O)(=O)NCCCC(=O)N3CCN(Cc4ccc5c(c4)OCO5)CC3)ccc2N1,-6,0,-7,-0.3,98,-0.7,-6,-4,94
N#Cc1ccc(C23CC4(C2)[C@H](CN(Cc2ccc(-c5ccccc5)cc2)[C@@H]4c2ccccc2)C3c2ccc(C(F)(F)F)cc2)cc1 (some centres not stated),5,nt,40,2.0,103,0.4,-3,nt,106
O=C(COC(=O)C1COc2ccccc2O1)NC(=O)NC1CCCCC1 (configuration not stated),11,6,-4,-0.2,108,-1.4,-5,-9,112
CC(C)(C)S(=O)(=O)c1ccccc1C(=O)O,4,-10,-16,1.5,102,0.9,5,6,104
COc1ccc(-c2noc(C3CCCN(S(=O)(=O)c4cccc(Cl)c4C)C3)n2)cc1OC (configuration not stated),7,6,14,0.7,108,0.6,-3,10,106
O=C(Nc1ccc(Nc2ccccc2)cc1)c1ccccc1F,1,-7,14,6.5,97,5.6,-11,24,102
O=C(NCc1ccc(F)cc1)C1CCCN(S(=O)(=O)c2cccc3nsnc23)C1 (configuration not stated),1,-3,-5,0.9,105,1.6,-8,-2,107
CCc1cccc(CC)c1NC(=O)CN1C2CCCC1CC(NC(=O)Nc1cccc(OC)c1)C2 (configuration not stated),1,0,39,0.7,104,-1.1,-1,8,112
Cc1c(O)c(CN(C)C)cc2c1oc(=O)c1ccccc12,-6,-7,12,0.2,97,0.3,-9,3,100
CCCn1nnc(NC(=S)NC(=O)Cc2ccccc2)n1,-6,-4,8,0.2,98,0.0,-2,26,90
O=C(CC(c1ccccc1)c1ccco1)N1CCOCC1 (configuration not stated),13,11,-2,0.0,94,-0.9,-2,-72,99
O=C(N/N=C/C1CC=CCC1)c1cc2ccccc2cc1O (configuration not stated),-3,-2,-5,0.5,92,-0.3,-9,20,93
COc1ccc(C(=O)COC(=O)Cn2cnc3c2c(=O)n(C)c(=O)n3C)c(OC)c1,-4,-11,1,-0.5,98,-0.8,-1,16,100
CCSc1nnc([C@H](Cc2c[nH]c3ccccc23)NC(=O)OC(C)(C)C)o1,0,-6,19,1.1,102,-0.6,-7,-5,99
Cc1cc(C)n(CC(=O)Nc2ccccc2)n1,-5,-12,4,0.4,95,0.2,-5,-2,94
CCC(CO)N=CC1=C(O)CC(c2ccccc2)CC1=O (configuration not stated),12,3,nt,0.0,108,0.2,-9,-120,106
COc1ccc(S(=O)(=O)NCC2CCCN(Cc3cccnc3)C2)cc1 (configuration not stated),-4,-9,26,-0.3,89,0.4,-6,32*,56*[inhibitor]

A second format for part of the listing above.
COc1ccc(S(=O)(=O)NCC2CCCN(Cc3cccnc3)C2)cc1 (configuration not stated)
  MEKK2 mut-MEK5: -4	GPR7 antagonist: -9	PHOSPHO1 block: 26	V1aR counter: -0.3	MEKK3 PB1 HTS: 89	OXTR agonist: 0.4	GalR3 antag: -6	NALP1 inh: 32*	MEKK2wt PB1 HTS: 56*[inhibitor]

CCC(CO)N=CC1=C(O)CC(c2ccccc2)CC1=O (configuration not stated)
  MEKK2 mut-MEK5: 12	GPR7 antagonist: 3	PHOSPHO1 block: nt	V1aR counter: 0.0	MEKK3 PB1 HTS: 108	OXTR agonist: 0.2	GalR3 antag: -9	NALP1 inh: -120	MEKK2wt PB1 HTS: 106

CCCn1nnc(NC(=S)NC(=O)Cc2ccccc2)n1
  MEKK2 mut-MEK5: -6	GPR7 antagonist: -4	PHOSPHO1 block: 8	V1aR counter: 0.2	MEKK3 PB1 HTS: 98	OXTR agonist: 0.0	GalR3 antag: -2	NALP1 inh: 26	MEKK2wt PB1 HTS: 90

O=C(CC(c1ccccc1)c1ccco1)N1CCOCC1 (configuration not stated)
  MEKK2 mut-MEK5: 13	GPR7 antagonist: 11	PHOSPHO1 block: -2	V1aR counter: 0.0	MEKK3 PB1 HTS: 94	OXTR agonist: -0.9	GalR3 antag: -2	NALP1 inh: -72	MEKK2wt PB1 HTS: 99

(cont.)
molecule,MEKK2 mut-MEK5,GPR7 antagonist,PHOSPHO1 block,V1aR counter,MEKK3 PB1 HTS,OXTR agonist,GalR3 antag,NALP1 inh,MEKK2wt PB1 HTS
Cc1ccccc1SCC(=O)Nc1cccc(C#N)c1,9,8,-14,1.9,109,2.4,-1,12,103
CC(=O)Nc1ccc(OCC(=O)c2ccc(C)cc2C)cc1,6,0,17,0.3,109,-0.9,1,18,101
CCOc1ccc(CCNC(=O)C2CCN(S(=O)(=O)c3ccc(C)cc3)CC2)cc1OCC,-4,-12,33,0.6,100,-1.5,0,17,99
COc1ccc(C)cc1S(=O)(=O)N(C)CC(N)=O,1,-5,-7,0.1,98,0.7,-2,27,95
COc1ccccc1NC(=O)CSc1nc(N)c(C#N)cc1C#N,0,1,-42,5.4,130*,3.7,-3,-10,109
COc1ccc(OC)c(/C=C2\SC(N3CCCC(C)C3)=NC2=O)c1 (configuration not stated),1,2,nt,-0.2,101,-1.5,-2,13,99
COCCn1c(C)cc(C(=O)COC(=O)/C=C/c2cccc(OC)c2)c1C,-14,-18,44,2.7,85,1.6,-6,12,84
Cc1ccc(-c2nc3c(c(=O)c4ccccc4n3C)c(=O)n2-c2ccc(F)cc2)cc1,6,1,24,-0.4,104,0.9,-5,16,103
CCOC(=O)c1cnc2nc(C)[nH]n2c1=O,13,-11,24,1.4,103,0.8,-1,22,104
COC(=O)c1c(NC(=O)C2c3ccccc3Oc3ccccc32)sc(C)c1C,8,7,-6,-0.1,107,-0.2,4,6,107
CCC(=O)Nc1cccc(C2=NOC3(C2)C[C@@H](C(N)=O)N(C(=O)c2cc([N+](=O)[O-])cc([N+](=O)[O-])c2)C3)c1 (some centres not stated),-15,nt,31,-0.2,94,0.6,-4,nt,89
N#Cc1ccc(CNc2cnccn2)cc1,2,-1,34,0.3,106,-0.8,-2,12,104
Cc1cc(C)nc(N(C#N)CC(=O)N2CCC(C(N)=O)CC2)n1,1,9,-11,2.5,104,0.7,-4,10,101
COc1ccc(Cc2noc(CN(C)C3CC(C)(C)NC(C)(C)C3)n2)cc1OC,3,-9,44,0.6,99,0.7,-4,-4,99
CCC(=O)NC(=S)Nc1ccc2oc(-c3ccc(OC)cc3)nc2c1,-5,-7,32,0.1,98,-0.1,-2,16,96
O=C(CCl)NCCCCCCCCCNC(=O)CCl,-2,-8,-7,0.7,97,-0.3,-3,13,99
O=C(/C=C/Nc1ccc([N+](=O)[O-])cc1)c1ccc(Br)cc1,0,-4,2,-0.1,116,-0.6,-7,34,101
N#CC[C@H](c1ccccc1)N1CCN(Cc2ccccc2)CCC1=O,-2,3,15,-0.1,102,-0.3,-6,27,100
CN1CCN(c2ccc([N+](=O)[O-])cc2NC(=O)c2ccco2)CC1,-2,15,4,0.2,100,-0.8,-3,0,103
Cc1cc(=O)cc(C)n1-c1ccc(O)cc1,3,-9,7,0.0,99,-0.5,2,0,101
Cn1cccc1/C=N/n1c(-c2ccc(C(C)(C)C)cc2)n[nH]c1=S,14,-23,-43,-1.2,102,0.7,-3,13,99
CCCn1c(-c2nonc2N)nc2ccccc21,1,-10,-3,-1.1,110,-2.3,-1,-3,109
CC(=O)Nc1ccc(-c2nnc(SCc3ccc(C)cc3)n2C)cc1,0,-12,43,0.8,97,0.0,-1,1,94
Cc1ccc2nc(NCCc3ccc(Cl)cc3)c3nncn3c2c1,6,-28,2,-1.0,101,-2.3,-7,13,102
